Screening results (PubChem BioAssay)
HBB splicing: modulators of hemoglobin beta chain splicing; hit rate 0.06% among 65,000; HBB splicing reporter cell assay, activation; EGFP reporter with mutant IVS2-654 intron; response scale: normalised to 500 nM splice-correcting PNA; Potency, µM (doses to about 46.1 µM), for inactives: top-dose activation, actives largely listed as activators; also: potency is read from the fitted curve at half-maximal effect; 0% is about no effect
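HeLa cells stably expressing EGFP interrupted by mutant beta-globin intron 2 (IVS2-654), 500/well in 2% FCS. Treated with compound for 2 days at 37C. Splicing correction scored as total well GFP intensity (488 nm excitation, 500-520 nm emission); 500 nM antisense PNA served as control.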
ERK AVP block: inhibitors of vasopressin-stimulated ERK signaling pathway; HEK293-V1b, vasopressin-stimulated pERK AlphaScreen; Potency, µM (series often up to 57.5 µM), inactives show at the highest dose activity, negative = inhibition, usual class: inhibitors; hit rate 0.99% among 72,000; AID 995; also: potency is read from the fitted curve at half-maximal effect; % is scaled to controls: 0 for no effect and ±100 for the full control effect; nearly all actives have a fitted effect of over 55% in size
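qHTS, compounds titrated on V1b-expressing HEK293 cells. Preincubation 30 min at 37C, vasopressin 25 nM for 5 min, lysis 10 min, bead incubation 5 hr at room temperature.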
DNA Pol III inh: blocks replication by bacterial DNA polymerase III holoenzyme; reconstituted DNA polymerase III holoenzyme replication, biochemical; Potency, µM (doses to about 57.1 µM), for inactives: top-dose activity change, negative = inhibition; hit rate 0.25% among 71,000; AID 603; also: potency is read from the fitted curve at half-maximal effect; % is scaled to controls: 0 for no effect and ±100 for the full control effect
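Reconstituted *E. coli* holoenzyme (0.35 nM Pol III, 1 nM beta, 154 nM SSB, 2 nM primase) was preincubated with compound for 15 min at RT. Synthesis on 1.4 nM ssM13Gori ran 35 min, then was stopped with PicoGreen/EDTA and read as dsDNA fluorescence.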
Hsp90 Hop PPI: changes Hsp90-Hop TPR2A binding signal, up or down. AlphaScreen TPR2A-His6 binding biotin-Hsp90 C-terminal peptide. Potency, µM (doses to about 57 µM), without a hit: top-dose activity change, negative = inhibition. hit rate 0.44% among 71,000. AID 595; active = well fitted curve in either direction with a large enough effect; inconclusive = small, poorly fitted or top-dose-only effect, or another doubt; also: potency is read from the fitted curve at half-maximal effect; % is scaled to controls: 0 for no effect and ±100 for the full control effect; many of its hits are not listed in these tables
CRE Fsk mod: CRE-bla signaling modulation under forskolin stimulation. CHO CRE-bla reporter (cAMP response element driving beta-lactamase), forskolin EC10, beta-lactamase ratio. Potency, µM (titrated, usually from 38.2 µM), inactives show at the highest dose activity change, negative = inhibition, usual class: activators. hit rate 2.5% among 71,000; active = well fitted activation curve with a large enough effect in the signal ratio, with a control signal flat, not every such curve was filed as active; inconclusive = small, poorly fitted or top-dose-only effect, or effect the other way, or a change in a side signal; the % refers to the signal ratio; also: potency is read from the fitted curve at half-maximal effect; % of control where 0% means no effect
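Modulation of forskolin signalling: compounds in titration series added with EC10 NKH 477 to CHO cells carrying a CRE-driven beta-lactamase reporter, 3 h, 37C. CCF4 FRET ratio (460/530 nm, ex 405 nm) gives %activity and AC50.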
Ub-GFP proteasome: proteasome inhibitors stabilizing ubiquitin-GFP reporter | Potency, µM (series often up to 45.9 µM), for the others: top-dose activation (GFP accumulation), usual class: activators | Ubiquitin-GFP reporter cells, proteasome inhibition, GFP fluorescence; response scale: untreated = 0%, 10 µM MG-132 = 100% | AID 526 | 67,000 tested, under 10 active; active = well fitted activation curve with a large enough effect, not every such curve was filed as active; inconclusive = small, poorly fitted or top-dose-only effect, or another doubt; inactive = no such curve, though single readings can be large or run the other way; also: potency is read from the fitted curve at half-maximal effect
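Proteasome block read as GFP accumulation: ubiquitin(G76V)-GFP U2OS cells exposed to compound (2.9 nM–46 uM) for 4 hr at 37 C. Normalization used untreated cells as 0% and 10 uM MG-132 as 100%; concentration-response curves fitted.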
GFP derepression: epigenetic GFP locus derepression in mouse cells; Potency, µM (titrated, usually from 46.1 µM), for the others: top-dose GFP derepression (activation); AID 597; hit rate 0.09% among 68,000; mouse C127i GFP locus derepression, cytometry, 30 h; also: % of control where 0% means no effect
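Read-out is the number of GFP-positive cells, scored as fluorescent objects 20 to 120 um wide, reflecting derepression of a silenced CMV-GFP reporter in murine C127i cells after 30 h compound exposure at 37 C.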
15-hLO inh: blocks human 15-lipoxygenase activity; purified 15hLO-1, xylenol orange hydroperoxide absorbance; Potency, µM (top dose mostly 57.1 µM), without a hit: at the highest dose activity change, negative = inhibition, usual class: inhibitors; hit rate 1.4% among 74,000; also: potency is read from the fitted curve at half-maximal effect; % is scaled to controls: 0 for no effect and ±100 for the full control effect; nearly all actives have a fitted effect of over 55% in size
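Quantitative HTS in 25 mM Hepes pH 7.5 containing 0.01% Triton X-100: human 15hLO-1 at 40 nM, arachidonic acid at 50 uM, 6 min turnover. Product quantified via ferrous oxidation/xylenol orange, 573:405 nm absorbance ratio.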
FLuc inh: inhibitors of firefly luciferase. P08659. purified firefly luciferase, luminescence, 8 min. Potency, µM (series often up to 57.1 µM), for the others: at the top dose activity change, negative = inhibition, most hits filed as inhibitors. hit rate 2.2% among 72,000. AID 411; also: potency is read from the fitted curve at half-maximal effect; % is scaled to controls: 0 for no effect and ±100 for the full control effect; nearly all actives have a fitted effect of over 40% in size
Target sequence (P08659 whole entry, looked up): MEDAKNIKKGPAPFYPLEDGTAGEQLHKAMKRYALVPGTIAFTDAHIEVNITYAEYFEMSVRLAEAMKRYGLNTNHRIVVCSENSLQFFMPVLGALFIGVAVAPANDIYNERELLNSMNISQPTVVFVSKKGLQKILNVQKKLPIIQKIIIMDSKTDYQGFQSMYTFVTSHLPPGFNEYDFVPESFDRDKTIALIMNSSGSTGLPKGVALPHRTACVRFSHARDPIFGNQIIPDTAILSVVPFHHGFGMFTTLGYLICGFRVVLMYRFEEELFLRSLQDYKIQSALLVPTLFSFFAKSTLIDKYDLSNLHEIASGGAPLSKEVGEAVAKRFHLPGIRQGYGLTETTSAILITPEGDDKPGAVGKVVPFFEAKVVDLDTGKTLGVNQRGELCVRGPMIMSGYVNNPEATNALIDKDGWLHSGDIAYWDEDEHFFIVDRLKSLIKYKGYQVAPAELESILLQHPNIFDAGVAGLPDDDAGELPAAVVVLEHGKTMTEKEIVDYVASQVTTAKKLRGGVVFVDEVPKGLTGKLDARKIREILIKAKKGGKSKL
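qHTS concentration-response profiling: light output of P. pyralis luciferase with luciferin and 10 uM ATP, imidazole buffer pH 7.2. Read by luminescence after 8-min room-temperature incubation.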
HADH2 inh: HADH2 (human) dehydrogenase inhibition. AID 886. Q99714. recombinant HADH2, NADH fluorescence, beta-hydroxybutyryl-CoA. Potency, µM (series often up to 57.1 µM), inactives show top-dose activity change, negative = inhibition, hits mostly inhibitors. hit rate 3.4% among 73,000; also: potency is read from the fitted curve at half-maximal effect; % is scaled to controls: 0 for no effect and ±100 for the full control effect; nearly all actives have a fitted effect of over 60% in size; many of its hits are not listed in these tables
Target sequence (Q99714 whole entry, looked up, one chain of several): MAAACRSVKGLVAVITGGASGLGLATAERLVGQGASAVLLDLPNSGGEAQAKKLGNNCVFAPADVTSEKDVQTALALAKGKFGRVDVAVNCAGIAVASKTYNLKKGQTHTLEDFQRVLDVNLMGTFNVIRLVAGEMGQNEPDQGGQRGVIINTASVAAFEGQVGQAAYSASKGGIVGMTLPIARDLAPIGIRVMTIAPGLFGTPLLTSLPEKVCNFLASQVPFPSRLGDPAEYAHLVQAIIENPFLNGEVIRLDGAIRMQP
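Buffer 100 mM Tris-HCl pH 9.0/0.01% Tween-20; HADH2 20 nM; NAD+ 1 mM; beta-hydroxybutyryl-CoA 90 uM (all final). 15 min cpd preincubation, RT.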
Tau filament bind: tau filament binding; recombinant tau filaments, thioflavin S fluorescence, 15 h; filaments grown with octadecylsulfate alongside compound; Potency, µM (series often up to 57.1 µM), for the others: at the top dose activity change, negative = inhibition; hit rate 2% among 71,000; AID 596;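 also: potency is read from the fitted curve at half-maximal effect; % is scaled to controls: 0 for no effect and ±100 for the full control effect; actives lower thioflavin S fluorescence by blocking filaments or displacing dye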
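Quantitative HTS: thioflavine S signal from ODS-induced tau filaments, excited at 450 nm, emission 510 nm. Conditions: 1 uM tau, 30 uM ODS, 15 h at 37 C, pH 7.4.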
* marks the source's active call; other numbers are inactive results; ? = inconclusive; nt = not tested or not shown; [ ] = dose if it differs, or a comment. Unless noted, calls follow the shape of the dose curve; as a rule, active = well fitted curve in the direction sought with a large enough effect; inconclusive = small, poorly fitted or top-dose-only effect, or another doubt; inactive = no such curve, though single readings can be large; an effect the other way counts as inactive or inconclusive.

SMILES,HBB splicing,ERK AVP block,DNA Pol III inh,Hsp90 Hop PPI,CRE Fsk mod,Ub-GFP proteasome,GFP derepression,15-hLO inh,FLuc inh,HADH2 inh,Tau filament bind
CCCc1cc(=O)n2[nH]c(-c3ccc(C)cc3)cc2n1,nt,-22.9%,-4.9%,0.2%,2.0%,-1.3%,1.3%,2.6%,-11.6%,?,-3.8%
CCOCCn1c(CN2CCN(c3ccc(F)cc3)CC2)nc2c1c(=O)n(C)c(=O)n2C,3.9%[0.369 µM],1.1%,-5.7%,-5.3%,13.9%,nt,2.1%,-7.0%,-3.4%,10.0%,-13.9%
CCN(CC(=O)NCc1ccc(F)cc1)Cc1nc2ccccc2c(=O)[nH]1,-0.2%[57.5 µM],-22.1%,-4.0%,4.8%,-1.1%,1.8%,-0.6%,25.5%,-1.4%,0.0%,8.2%
COC(=O)[C@@]1(Cc2ccccc2)[C@H]2c3cc(C(=O)N4CCCC4)n(Cc4ccc(OC)c(OC)c4)c3C[C@H]2CN1C(=O)c1ccccc1,-0.7%,-12.7%,10.0%,-21.1%,?,nt,nt,nt,nt,-2.8%,10.1%
CCCN1C2CCCC1CC(NC(=O)c1ccccc1F)C2 (centres undefined),-0.1%[57.5 µM],4.8%,0.1%,-0.4%,-13.9%,-0.1%,-1.3%,-4.0%,0.0%,20.5%,-7.5%
COC(=O)c1ccc2c(=O)n(NC(C)=O)c(=S)[nH]c2c1,-0.6%,-0.9%,-0.8%,-1.8%,0.5%,-9.9%,4.4%,-8.0%,0.3%,-6.5%,-2.3%
Cc1cc(C)nc(SCc2nc(N)nc(-c3ccccc3O)n2)n1,2.1%,-29.2%,1.8%,-4.1%,?,3.6%,2.7%,-19.7%,-0.2%,11.5%,49.0%
Cc1cc(S(=O)(=O)NCc2ccc(S(N)(=O)=O)cc2)c(C)s1,-0.9%,6.7%,-1.5%,3.4%,-1.3%,-3.3%,-2.0%,7.9%,0.7%,13.4%,8.8%
COc1ccc(NC(=O)CSc2nnc(C(C)C)n2N)cc1,2.0%,-7.4%,-3.7%,-2.8%,-6.7%,-3.0%,9.7%,7.1%,1.0%,-3.4%,3.8%
O=S(=O)(Nc1nc2ccccc2nc1N1CCN(c2ccccn2)CC1)c1ccc(Cl)cc1,-0.9%,?,-4.8%,0.4%,6.9%,-2.6%,2.6%,-25.7%,-0.8%,-11.9%,24.2%
O=C1c2oc3ccccc3c(=O)c2C(c2ccc(Cl)cc2)N1c1ncccn1 (centres undefined),2.8%[0.369 µM],-5.4%,-1.5%,-3.0%,7.2%,nt,0.0%,12.4%,6.7%,6.4%,-15.0%
Cc1cc(C)nc(-n2nc(C)cc2NC(=O)c2cc(=O)c3ccccc3o2)n1,-3.1%,8.4%,-4.0%,-1.4%,15.0%,2.5%,0.2%,-0.3%,3.5%,8.7%,-4.9%
CCOC(=O)c1oc2ccc(S(=O)(=O)N3CCC(C)CC3)cc2c1C,0.0%[57.5 µM],10.4%,5.6%,-1.6%,?,0.9%,0.0%,6.7%,3.0%,15.7%,9.6%
O=S1(=O)CCC(SCc2nc3sccn3c2Br)C1 (centres undefined),-0.2%,1.6%,-0.7%,-0.9%,?,1.1%,0.0%,7.5%,2.2%,-0.4%,6.2%
c1csc(C2C3=C(Nc4ncnn42)c2ccccc2OC3)c1 (centres undefined),0.0%[0.369 µM],-22.8%,-4.2%,-3.9%,?,nt,-2.1%,-19.7%,-3.9%,-27.1%,-11.4%
CCn1c(=O)cc(OCC(=O)O)c2ccccc21,0.5%,-0.6%,-3.7%,-3.3%,1.5%,1.6%,0.0%,-2.1%,0.9%,5.2%,7.3%
O=C(O)CSc1nnc(C2COc3ccccc3O2)n1-c1ccccc1 (centres undefined),-0.1%,47.1%[activator],-6.0%,?,-0.5%,-9.2%,2.5%,-4.2%,1.5%,21.2%,-3.3%
O=C(CN1CCN(c2ccccn2)CC1)Nc1ccc(Oc2ccccc2)cc1,2.2%,-5.9%,-3.2%,-7.9%,?,-5.1%,2.1%,9.1%,1.1%,-0.6%,395.0%
CN(C)c1ncc2ncc(=O)n(CCc3ccccc3)c2n1,-0.2%,?,-13.3%,?,?,-1.1%,-2.7%[9.22 µM],4.4%,2.0%[11.4 µM],-5.1%,-21.0%
Cc1cc(NC(=O)Cc2c(F)cccc2Cl)no1,0.3%,-11.4%,-1.3%,-3.1%,-10.1%,-1.3%,3.2%,2.6%,1.5%,-5.0%,2.8%
CC1S/C(=C(\C#N)C(=O)NCc2ccco2)N(c2ccc(F)cc2)C1=O (centres undefined),2.1%[0.369 µM],-4.3%,-2.4%,-2.1%,?,nt,-3.3%,2.9%,-0.3%,-29.5%,6.4%
CC(C)n1c(NCc2c[nH]c3ccccc23)nc2ccccc21,nt,-6.5%,-3.7%,-7.6%,-13.7%,1.1%,1.9%,-13.7%,-5.5%,-4.6%,-20.2%
CCCn1c(-c2ccc(F)cc2)nc2c(N(C)CCN(C)C)nc(C)nc21,-0.2%,-16.2%,-4.5%,-2.1%,10.0%,1.9%,nt,?,nt,4.7%,27.7%
COc1cc(S(=O)(=O)N2CCN(c3ccccc3F)CC2)ccc1Cl,-5.1%,0.7%,4.7%,15.9%,?,-11.3%,1.4%,-19.7%,1.9%,-1.5%,4.2%
CN1CCc2[nH]nc(-c3n[nH]c4c3CN(C)CC4)c2C1,1.5%[9.22 µM],11.9%[11.5 µM],10.3%[11.4 µM],-1.9%[11 µM],-1.9%[7.6 µM],2.7%[9.17 µM],12.6%[9.22 µM],-1.4%[11.4 µM],2.8%[11.4 µM],0.8%[11.4 µM],0.8%[11.4 µM]
Cc1nn(CC(=O)NCc2cccnc2)c(=O)c2ccccc12,7.6%[0.369 µM],-18.7%,-1.2%,-0.4%,-9.1%,-5.2%,1.6%,8.5%,2.6%,-20.4%,-12.3%
CC1(C)N=C(c2ccc(Cl)cc2)C(=O)N1,-0.4%,20.4%,1.0%,-0.3%,1.9%,7.4%,5.1%,-5.7%,0.5%,7.4%,8.8%
COc1cccc(/C(O)=C2/C(=O)C(=O)N(CCN3CCOCC3)C2c2cccs2)c1 (centres undefined),nt,0.0%,-9.9%,-1.8%,-5.6%,2.0%,-1.9%,-2.7%,2.1%,-25.0%,4.0%
COC(=O)c1ccccc1NC(=O)c1cccs1,-3.3%,-23.3%,-0.9%,13.1%,?,-0.9%,-2.0%,-21.6%,-1.2%,2.9%,10.7%
COc1cc(-c2nc(S(=O)(=O)c3ccccc3)c(N3CCOCC3)o2)cc(OC)c1OC,0.7%,?,3.3%,-10.8%,1.26µM*,1.2%,-5.3%,1.6%,3.5%,1.8%,6.4%

A portion of the library; rates above refer to the full screens.
